# CR mimetic SO – yeast age-related superoxide inhibition as caloric restriction mimetic | superoxide response (% of plate mean), % at 10 µM | S. cerevisiae aged cells, superoxide DHE fluorescence; active compounds read low | actives 0.18% (n = 330,000);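 active = superoxide response under a set limit, about three screen SD below normal, cut at about 65% in these data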;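 note: yeast aged for seven days with compound at 30 °C before DHE staining; 100% = average MFI of all compound-treated wells on the plate with controls excluded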
# proCasp7 act – counter-screen for procaspase-3 activators: activators of human procaspase-7; P55210; recombinant procaspase-7, Ac-DEVD-pNA absorbance 405 nm; D23A/D198A/D206A triple mutant, cannot self-cleave; scale: DMSO 0, 5 µM enzyme 100; activation, % at 8.5 µM; actives 0.093% (n = 330,000);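 active = percent activation above the screen-wide mean plus 3 SD, cut at about 25% in these data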
#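 Replicates: singlicate. Assay system: Procaspase-7 triple mutant (PC-7 D3A). Signal: 405 nm absorbance of p-nitroaniline. Times: 1 h preincubation, 2 h reaction. Buffer or medium: Zinc-free HEPES pH 7.4 with 300 mM NaCl, 0.01% Triton X-100. Also added: DEVD-pNA substrate. Benchmarks: DMSO wells as 0%, DMSO with 5 µM added PC-7 as 100%.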
# RPL19A TOR yeast – alters RPL19A-GFP fluorescence in TOR pathway yeast screen. S. cerevisiae RPL19A-GFP strain, flow cytometry, 3 h; active compounds read low. percent response vs DMSO, % at 10 µM. actives 0.3% (n = 330,000);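 active = percent response vs DMSO below 50%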;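 note: median channel GFP fluorescence of the barcoded RPL19A-GFP strain; ratio of sample median GFP to plate DMSO average so 100% = DMSO; lower means less RPL19A-GFP as with rapamycin TOR inhibition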
# LAP4 TOR yeast – modulators of TOR pathway LAP4-GFP in S. cerevisiae | S. cerevisiae LAP4-GFP multiplex, flow cytometry GFP, 3 h; median GFP as percent of DMSO wells | GFP response vs DMSO, % at 10 µM | actives 0.34% (n = 320,000);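 active = GFP response vs DMSO above a set limit, about the screen mean plus 3 SD, cut at about 150% in these data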
# MEP2 TOR yeast – alters MEP2-GFP fluorescence in TOR pathway yeast screen | S. cerevisiae MEP2-GFP strain, flow cytometry GFP, 3 h; 100% = DMSO control level | AID 2016 | actives 0.51% (n = 330,000) | GFP response vs DMSO, % at 10 µM;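 active = GFP response versus DMSO above a set limit, roughly screen mean plus 3 SD, cut at about 180% in these data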;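 note: median GFP fluorescence of the barcode-gated MEP2-GFP cells per well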
# GASC-1 inh – blocks human GASC-1 demethylase activity; Q9H3R0; GST-JMJD2C(1-420) H3K9me3 demethylation, DELFIA europium; inhibition, % at 2.35 µM; actives 0.069% (n = 330,000); AID 2099;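 active = more than half of a compound's replicate wells show inhibition beyond 50%, single wells judged on their own value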;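 note: signal counts dimethyl H3K9 product captured on neutravidin plate; 0% = median of DMSO wells and 100% = 0.3 times that DMSO median; strong numbers were not always called active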
# procasp3 activ – procaspase-3 (human) activation | activation, % at 8.5 µM | actives 0.11% (n = 330,000) | recombinant procaspase-3 D3A, Ac-DEVD-pNA absorbance 405 nm | P42574;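 active = activation above the mean of all tested compounds plus 3 SD, cut at about 21% in these data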;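 note: 0% = DMSO alone and 100% = DMSO wells spiked with extra 5 µM PC-3 D3A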
# Target sequence (P42574 whole entry D9A/D28A/D175A): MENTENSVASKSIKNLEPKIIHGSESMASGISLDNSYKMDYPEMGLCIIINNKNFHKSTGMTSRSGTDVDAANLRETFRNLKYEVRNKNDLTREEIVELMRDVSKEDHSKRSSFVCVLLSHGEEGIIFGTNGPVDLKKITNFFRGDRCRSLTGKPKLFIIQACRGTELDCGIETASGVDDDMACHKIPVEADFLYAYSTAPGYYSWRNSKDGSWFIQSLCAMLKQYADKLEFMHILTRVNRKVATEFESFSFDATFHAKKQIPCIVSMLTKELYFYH
#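 Compound: 8.5 µM single point, 0.8% DMSO / Material: Autoprocessing-dead procaspase-3 D3A mutant enzyme / Timing: 1 h preincubation plus 2 h reaction at 25 °C / Medium: Zinc-free HEPES/NaCl buffer with 0.01% Triton X-100 at pH 7.4 / Technique: 405 nm absorbance of p-nitroaniline, reads at 0 and 120 min / Repeats: one well per compound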
# AHR act – human AHR activation. activation, % at 5 µM. AHR-responsive luciferase reporter cells, luminescence. P35869. actives 2.5% (n = 320,000); in the data active = activation above about 47%;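 note: 0% = vehicle wells and 100% = reference agonist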
# Target sequence (P35869 whole entry, looked up): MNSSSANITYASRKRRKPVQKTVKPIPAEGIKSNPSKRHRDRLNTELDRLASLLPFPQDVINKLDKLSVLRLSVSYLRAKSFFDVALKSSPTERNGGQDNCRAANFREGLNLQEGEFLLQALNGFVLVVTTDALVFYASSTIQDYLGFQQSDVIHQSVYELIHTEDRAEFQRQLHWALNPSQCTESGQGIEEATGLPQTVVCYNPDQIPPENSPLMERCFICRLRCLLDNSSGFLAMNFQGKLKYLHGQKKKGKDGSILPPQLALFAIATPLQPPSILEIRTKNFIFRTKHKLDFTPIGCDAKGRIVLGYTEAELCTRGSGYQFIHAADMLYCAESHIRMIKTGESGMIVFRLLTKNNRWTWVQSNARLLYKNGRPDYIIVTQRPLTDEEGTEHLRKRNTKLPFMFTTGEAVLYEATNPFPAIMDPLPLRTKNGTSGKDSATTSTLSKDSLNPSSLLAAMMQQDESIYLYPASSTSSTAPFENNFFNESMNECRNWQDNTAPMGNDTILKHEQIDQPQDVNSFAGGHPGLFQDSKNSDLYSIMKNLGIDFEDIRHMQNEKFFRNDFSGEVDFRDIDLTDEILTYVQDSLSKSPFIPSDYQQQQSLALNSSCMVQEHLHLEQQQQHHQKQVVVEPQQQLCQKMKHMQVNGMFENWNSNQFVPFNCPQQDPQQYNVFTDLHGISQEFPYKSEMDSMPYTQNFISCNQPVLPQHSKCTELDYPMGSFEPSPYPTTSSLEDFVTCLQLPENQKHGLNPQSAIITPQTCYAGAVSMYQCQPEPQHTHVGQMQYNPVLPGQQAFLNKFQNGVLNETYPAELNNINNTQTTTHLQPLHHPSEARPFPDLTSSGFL
# * = called active by the depositor; · = no result given. An unsorted share of the library, and some 3.8% of all compounds hit somewhere here.
entry	SMILES	CR mimetic SO	proCasp7 act	RPL19A TOR yeast	LAP4 TOR yeast	MEP2 TOR yeast	GASC-1 inh	procasp3 activ	AHR act
1	CCSC1=C(C#N)C(c2ccc(C)s2)CC(=O)N1 (stereo unspecified)	110	0	98	107	104	-13	-2	1
2	COc1ccc(S(=O)(=O)N(CC(=O)NCC2CCCO2)Cc2ccccc2)cc1 (stereo unspecified)	109	7	105	99	111	-5	4	-2
3	CCOc1ccc(N2C(=O)CC(NCCc3c[nH]c4ccccc34)C2=O)cc1 (stereo unspecified)	84	-36	105	100	104	13	-17	2
4	COc1cccc(-c2cccc(NC(=O)C3CCN(CC4CCOC4)CC3)c2)c1 (stereo unspecified)	92	8	98	94	98	-8	5	5
5	Cc1ccccc1NC(c1cccc(Cl)c1)c1nnnn1C1CCCCC1 (stereo unspecified)	109	-10	99	93	98	21	-2	0
6	O=S(=O)(/N=C(/Nc1cc(N2CCOCC2)ncn1)c1ccccc1)c1ccccc1	98	-2	94	92	98	-4	-2	7
7	CCOC(=O)C1(Cc2cccc(OC)c2)CCN(Cc2cccc(OC)c2O)CC1	85	3	96	92	99	5	-4	11
8	Cc1sc(Cc2nc(O)cs2)nc1-c1ccccc1	103	-24	95	93	99	-11	-37	16
9	CC1(C(=O)OCC(=O)Nc2ccc(C(N)=O)cc2)CC1(Cl)Cl (stereo unspecified)	103	4	97	100	93	-1	-4	1
10	Cc1cc(C)c(OCC(=O)N/N=C/c2ccco2)c(C)c1	106	9	99	97	91	2	-7	6
11	O=C(CSc1nccc(=O)[nH]1)Nc1ccc(Br)c(Cl)c1	78	-5	106	101	108	6	-5	3
12	COc1ccc(CN(C(=O)/C=C/c2ccco2)C2CCS(=O)(=O)C2)cc1OC (stereo unspecified)	77	-3	91	109	124	2	0	1
13	CC1C(=NO)C(C)C(c2ccccc2)NC1c1ccccc1 (stereo unspecified)	92	9	103	102	91	3	-3	-1
14	COC(=O)Cn1ccc(-c2ccc(Cl)cc2)c(C#N)c1=O	120	2	103	105	104	20	1	1
15	O=C(c1ccccc1)N(Nc1ccccc1)c1ccccc1	134	3	104	90	101	0	4	1
16	CCN(CC)S(=O)(=O)c1ccc2c(c1)N(CC(=O)NCc1ccco1)C(=O)CO2	99	9	96	99	95	-3	3	-1
17	CCOP(=O)(OCC)c1nc(-c2cccc3ccccc23)oc1NCc1ccccc1	85	20	95	101	95	0	19	2
18	COc1cccc(NC(=O)CCC2CCN(C(=O)c3scnc3C)CC2)c1	111	-2	96	87	97	5	5	4
19	Cc1cc(NCCOCCO)n2ncc(-c3ccc(Cl)cc3)c2n1	94	2	100	102	100	-10	-2	126*
20	CCc1nc(N)c(C#N)c(-c2ccc(F)cc2)c1C	89	6	100	94	105	2	7	-3
21	O=C(Cn1cnc([N+](=O)[O-])c1)c1ccc(F)cc1	103	1	101	105	92	0	9	2
22	CCC1CCc2c(c3ccccc3[nH]c2=O)O1 (stereo unspecified)	108	3	105	103	105	-7	4	18
23	O=C(Nc1cccc(-c2csc(Nc3ccc(Cl)cc3)n2)c1)c1cccc(C(F)(F)F)c1	93	6	114	119	100	-1	1	106*
24	COc1ccc(NC(=O)COc2ccc(C(=O)NCc3cccnc3)cc2OC)cc1	93	14	100	106	101	4	4	0
25	O=S(=O)(Oc1ccc(Cl)cc1)c1cccc2cccnc12	85	9	94	116	98	10	7	4
26	CC(=O)Nc1cc(-c2ccccc2)ccc1O	113	-6	96	102	100	-28	-7	0
27	Nc1nonc1C(=O)NCCNCc1c(OCc2ccccc2F)ccc2ccccc12	83	4	95	95	105	2	4	2
28	COc1ccc(/C(O)=C2/C(=O)C(=O)N(CCN(C)C)C2c2ccc(OC)c(OC)c2)c(C)c1 (stereo unspecified)	90	0	106	106	103	8	5	0
29	COC(=O)c1c(C)[nH]c(C(=O)/C=C/c2ccccc2Cl)c1C	110	-3	97	101	101	-5	-2	-7
30	O=C(CNS(=O)(=O)c1ccc([N+](=O)[O-])cc1)N/N=C\c1ccc(O)cc1	99	-2	105	104	109	8	-5	0

# An excerpt of these results, in transposed form.
[27] Nc1nonc1C(=O)NCCNCc1c(OCc2ccccc2F)ccc2ccccc12
[28] COc1ccc(/C(O)=C2/C(=O)C(=O)N(CCN(C)C)C2c2ccc(OC)c(OC)c2)c(C)c1 (stereo unspecified)

Assay by compound	27	28
CR mimetic SO	83	90
proCasp7 act	4	0
RPL19A TOR yeast	95	106
LAP4 TOR yeast	95	106
MEP2 TOR yeast	105	103
GASC-1 inh	2	8
procasp3 activ	4	5
AHR act	2	0

# Going on with the list:
entry	SMILES	CR mimetic SO	proCasp7 act	RPL19A TOR yeast	LAP4 TOR yeast	MEP2 TOR yeast	GASC-1 inh	procasp3 activ	AHR act
31	Cc1ccc2nc(COC(=O)c3ccc(Cl)nc3)cc(=O)n2c1	105	8	92	107	99	-11	5	1
32	COc1cc2cnc(-c3ccccc3F)cc2cc1OC	83	1	96	99	98	23	-1	7
33	CCN(C(=O)COC(=O)Cc1c[nH]c2ccccc12)C1CCS(=O)(=O)C1 (stereo unspecified)	97	0	98	94	100	5	2	25
34	C[C@H](CO)N1C[C@H](C)[C@@H](CN(C)S(=O)(=O)c2ccc(F)cc2)Oc2c(NC(=O)Nc3ccc4c(c3)OCO4)cccc2C1=O	119	-13	94	101	92	·	-1	1
35	CCN(CC)c1ccc(/C=N/NC(=O)c2cc3ccccc3[nH]2)cc1	102	-4	102	98	98	8	-2	58*
36	Cc1cc(NC(=O)C2C3C(=O)N(Cc4ccc(Cl)cc4)C(C(=O)NCc4ccccc4)C34C=CC2(C)O4)no1 (stereo unspecified)	93	2	100	103	101	-11	-4	-3
37	Cc1cc(OC(C)C(=O)NCCN2CCOCC2)c2c(C)cc(=O)oc2c1 (stereo unspecified)	89	-6	97	95	102	5	6	2
38	Clc1ccc(Cn2c(CN3CCCC3)nc3ccccc32)cc1	95	9	100	100	101	-9	4	1
39	CC1=C(C(=O)Nc2ccccn2)C(c2ccc(F)cc2)n2ncnc2N1 (stereo unspecified)	92	-3	91	90	91	-3	2	8
40	COc1ccc(C(c2nnnn2CC2CCCO2)N2CCN(c3ccc(F)cc3)CC2)cc1 (stereo unspecified)	108	-2	95	105	106	-10	-7	5

# Copied from above, compounds 17–31
entry	SMILES	CR mimetic SO	proCasp7 act	RPL19A TOR yeast	LAP4 TOR yeast	MEP2 TOR yeast	GASC-1 inh	procasp3 activ	AHR act
17	CCOP(=O)(OCC)c1nc(-c2cccc3ccccc23)oc1NCc1ccccc1	85	20	95	101	95	0	19	2
18	COc1cccc(NC(=O)CCC2CCN(C(=O)c3scnc3C)CC2)c1	111	-2	96	87	97	5	5	4
19	Cc1cc(NCCOCCO)n2ncc(-c3ccc(Cl)cc3)c2n1	94	2	100	102	100	-10	-2	126*
20	CCc1nc(N)c(C#N)c(-c2ccc(F)cc2)c1C	89	6	100	94	105	2	7	-3
21	O=C(Cn1cnc([N+](=O)[O-])c1)c1ccc(F)cc1	103	1	101	105	92	0	9	2
22	CCC1CCc2c(c3ccccc3[nH]c2=O)O1 (stereo unspecified)	108	3	105	103	105	-7	4	18
23	O=C(Nc1cccc(-c2csc(Nc3ccc(Cl)cc3)n2)c1)c1cccc(C(F)(F)F)c1	93	6	114	119	100	-1	1	106*
24	COc1ccc(NC(=O)COc2ccc(C(=O)NCc3cccnc3)cc2OC)cc1	93	14	100	106	101	4	4	0
25	O=S(=O)(Oc1ccc(Cl)cc1)c1cccc2cccnc12	85	9	94	116	98	10	7	4
26	CC(=O)Nc1cc(-c2ccccc2)ccc1O	113	-6	96	102	100	-28	-7	0
27	Nc1nonc1C(=O)NCCNCc1c(OCc2ccccc2F)ccc2ccccc12	83	4	95	95	105	2	4	2
28	COc1ccc(/C(O)=C2/C(=O)C(=O)N(CCN(C)C)C2c2ccc(OC)c(OC)c2)c(C)c1 (stereo unspecified)	90	0	106	106	103	8	5	0
29	COC(=O)c1c(C)[nH]c(C(=O)/C=C/c2ccccc2Cl)c1C	110	-3	97	101	101	-5	-2	-7
30	O=C(CNS(=O)(=O)c1ccc([N+](=O)[O-])cc1)N/N=C\c1ccc(O)cc1	99	-2	105	104	109	8	-5	0
31	Cc1ccc2nc(COC(=O)c3ccc(Cl)nc3)cc(=O)n2c1	105	8	92	107	99	-11	5	1

# Additional entries:
entry	SMILES	CR mimetic SO	proCasp7 act	RPL19A TOR yeast	LAP4 TOR yeast	MEP2 TOR yeast	GASC-1 inh	procasp3 activ	AHR act
41	COCc1cc(=O)oc2cc(NS(=O)(=O)c3ccc(C)cc3)ccc12	99	12	98	103	100	-4	0	1
42	O=C(COC(=O)c1ccc[nH]c1=O)NC1CCCCCCC1	94	1	96	102	106	3	6	5
43	CC(=O)Oc1ccc(NC(=O)Cc2ccccc2)c(C(=O)O)c1	93	-2	102	89	105	34	-8	1
44	c1ccc(-c2ccc(OCCCNC3CCCC3)cc2)cc1	104	8	93	114	98	-1	4	0
45	O=CN1CCN(C(C(=O)NC2CCCC2)c2cc3c(cc2[N+](=O)[O-])OCO3)CC1 (stereo unspecified)	98	4	94	102	90	4	6	2
46	O=C1COc2ccc(C(=O)COC(=O)c3ccc4ccccc4n3)cc2N1	104	2	95	91	98	0	-11	12
47	CC(=O)N1CCCc2cc(S(=O)(=O)CCC(=O)N3CCN(c4ccccc4)CC3)ccc21	105	-9	102	94	90	4	3	-3
48	ONc1cccnc1-n1nc(C(F)(F)F)cc1C(F)(F)F	107	-18	107	98	102	10	-4	-1
49	COc1ccccc1NC(=S)N(Cc1ccco1)Cc1cc2ccc(C)c(C)c2[nH]c1=O	113	0	103	98	106	-5	3	38
50	COc1ccc(CC(=O)Nc2cccc3ccccc23)cc1OC	96	2	107	95	107	3	13	-1
51	O=C(O)c1cccc(S(=O)(=O)N2CCCC(c3nc4c(nnn4Cc4ccccc4Cl)c(=O)[nH]3)C2)c1 (stereo unspecified)	95	-11	100	85	100	1	-2	-2
52	COC(=O)C1=C(C)NC(=O)/C1=C\c1cc(C)n(-c2c(C)cccc2C)c1C	91	5	101	102	111	-1	11	6
53	COC(=O)c1sccc1NC(=S)N1CCCC(C)C1 (stereo unspecified)	75	-1	97	114	99	22	-1	3
54	CC(=O)c1c(C)nc(-c2ccccc2)nc1N	85	-1	109	98	108	-3	-1	77*
55	Cc1ccccc1OCC(=O)N1CCc2ccccc2C1	101	7	98	100	104	0	5	-2
56	O=C(Nc1ccc2c(c1)OCCO2)c1cccc(C(=O)Nc2ccc3c(c2)OCCO3)c1	121	-1	100	94	104	-2	-1	8
57	COc1cc(C2OC(=O)c3ccccc3S2)cc(OC)c1OC (stereo unspecified)	90	6	91	109	93	-1	-2	1
58	CCOc1cc(NC2CS(=O)(=O)CC2O)c(OCC)cc1NC(=O)c1ccccc1 (stereo unspecified)	111	-2	100	101	100	-30	4	14
59	COc1ccc(-c2csc(CCN3N=C(C)CC3=O)n2)cc1	101	-27	97	87	88	-45	-19	2
60	CCc1noc(C)c1C(=O)N1CCC(CCC(=O)Nc2cccc(C)c2)CC1	84	2	100	87	94	-7	-7	6
61	CCc1nnc(NC(=O)c2ccc(COc3ccc(C)cc3)o2)s1	95	9	100	102	103	-6	8	0

# Screening results: PubChem, several laboratories
